Screening data deposited in PubChem BioAssay by National Center for Advancing Translational Sciences (NCATS).
Eya2 phos inh: inhibitors of human Eya2 phosphatase activity; O00167; 0.006% of 330,000 active; Potency, µM (series often up to 76.9 µM), without a hit: at the top dose activity, negative = inhibition, usual class: inhibitors; AID 488837; recombinant Eya2, OMFP fluorescence dephosphorylation (OMFP is methylfluorescein phosphate); note: potency is the fitted concentration of half-maximal effect; % is set by controls: 0 for no effect and ±100 for the full control effect
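Eya2 protein (added as 0.2 uM solution) was preincubated with compound for 10 min at ambient temperature in 50 mM HEPES pH 7.5, 50 mM NaCl, 5 uM MgCl2, 0.05% BSA, 1 mM DTT. OMFP (added at 50 uM) then reacted 10 min; fluorescence read at 485/525 nm.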
Menin-MLL TR inh: menin-MLL binding inhibition, Texas Red mutant peptide. Menin + Texas Red MLL mutant peptide, fluorescence polarization. 0.23% of 270,000 active. O00255. Potency, µM (series often up to 61.6 µM), for the others: at the top dose FP activity change, negative = inhibition, most hits filed as inhibitors; active = well fitted inhibition curve with a large enough effect in the polarisation, with a control signal flat, not every such curve was filed as active; inconclusive = small, poorly fitted or top-dose-only effect, or effect the other way, or a change in a side signal; inactive = no such curve, though single readings can be large or run the other way; the % refers to the polarisation; note: potency is the fitted concentration of half-maximal effect; % of control where 0% means no effect; many of its hits are not listed in these tables
KCNH2 WT inh: KCNH2 (human, wildtype) channel inhibition | Q12809 | U2OS, BacMam KCNH2, thallium flux FluxOr; active compounds read low | activity change, % at 1.84 µM | 0.37% of 340,000 active;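 active = maximum activity change below -70%; inconclusive = maximum activity change between -70% and -50%; inactive = maximum activity change above -50%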; note: % is set by controls: 0 for no effect and ±100 for the full control effect
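U2OS cells were transduced with wild-type KCNH2 virus (2.03 x 10^8 / mL) for 4 h at room temperature, then cultured overnight at 37 C. Thallium flux was read with FluxOr dye. Rate constants were normalized to DMSO controls.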
S-ASM inh: blocks human secretory acid sphingomyelinase | 0.006% of 340,000 active | AID 504937 | P17405 | placental ASM, HMU-PC fluorogenic substrate, 60 min | Potency, µM (top dose mostly 57.5 µM), for the others: at the top dose activity change, negative = inhibition, actives largely listed as inhibitors; note: potency is the fitted concentration of half-maximal effect
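Fluorogenic HMU-PC substrate (9 uM final) is turned over by placental ASM in 60 min at 37 C after a 10 min compound preincubation. Reaction ended by alkaline stop (pH 10), with fluorescence read at 386/447 nm.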
MBNL1-CUG inh: blocks human MBNL1 binding to CUG repeat RNA; Q9NR56; 0.036% of 280,000 active; AID 2675; TR-FRET MBNL1-His/biotin-(CUG)12 binding, 665/545 ratio; Potency, µM (titrated, usually from 57.5 µM), without a hit: at the top dose activity change, negative = inhibition, hits mostly inhibitors; active = well fitted inhibition curve with a large enough effect in the signal ratio, with a control signal flat, not every such curve was filed as active; inconclusive = small, poorly fitted or top-dose-only effect, or effect the other way, or a change in a side signal; inactive = no such curve, though single readings can be large or run the other way; the % refers to the signal ratio; note: potency is the fitted concentration of half-maximal effect; % is set by controls: 0 for no effect and ±100 for the full control effect
Target sequence (Q9NR56 whole entry, looked up): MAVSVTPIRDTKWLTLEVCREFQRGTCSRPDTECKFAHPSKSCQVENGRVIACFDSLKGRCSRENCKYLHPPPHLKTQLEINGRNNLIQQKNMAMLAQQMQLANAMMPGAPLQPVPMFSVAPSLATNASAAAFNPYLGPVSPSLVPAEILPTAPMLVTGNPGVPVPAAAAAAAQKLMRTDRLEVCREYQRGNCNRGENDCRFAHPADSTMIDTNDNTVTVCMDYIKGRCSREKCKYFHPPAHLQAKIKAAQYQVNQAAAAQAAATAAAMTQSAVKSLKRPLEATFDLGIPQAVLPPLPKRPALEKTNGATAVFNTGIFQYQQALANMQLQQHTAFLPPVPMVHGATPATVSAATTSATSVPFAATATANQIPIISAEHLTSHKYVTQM
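Compound titration spanned 92 nM–58 uM against the MBNL1-His/biotin-(CUG)12 complex. After 60 min at room temperature with 5 nM streptavidin-XL665 and 0.055 ng/ul terbium anti-His, ratiometric 665/545 nm emission (Ex 340 nm) normalized to controls.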
PKM2 activator: PKM2 (human) enzyme activation; P14618; AID 1631; Potency, µM (series often up to 57.5 µM), inactives show at the highest dose activation, most hits filed as activators; purified PKM2, Kinase-Glo ATP luminescence, activation; response scale: 0% is enzyme alone, no compound; 0.34% of 260,000 active; note: potency is the fitted concentration of half-maximal effect; % is set by controls: 0 for no effect and ±100 for the full control effect; nearly all actives have a fitted effect of over 55% in size
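Kinase-Glo luminescence reports ATP generated from ADP (0.1 mM) and PEP (0.5 mM) by purified hPK-M2 after 1 h at room temperature, pH 7.2 imidazole buffer; intermediate enzyme activity allows detecting inhibitors and activators.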
GALK inh: blocks human galactokinase activity | Potency, µM (doses to about 57.5 µM), without a hit: at the highest dose activity change, negative = inhibition, hits mostly inhibitors | AID 1868 | P51570 | 0.007% of 270,000 active | Purified GALK, Kinase-Glo residual ATP luminescence; note: potency is the fitted concentration of half-maximal effect; % is set by controls: 0 for no effect and ±100 for the full control effect
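5 nM enzyme, 35 uM ATP, 100 uM galactose, 20 mM HEPES pH8.0, 5 mM MgCl2; 1 h RT; residual ATP by Kinase-Glo Plus luminescence, qHTS format.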
Mito fusion act: mitochondrial division inhibition or fusion activation; S. cerevisiae fusion-defective mutant growth rescue, CellTiterGlo 48 h; Potency, µM (top dose mostly 46.1 µM), for inactives: at the top dose growth rescue (activation), hits mostly activators; 0.23% of 320,000 active; AID 485298;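 note: potency is the fitted concentration of half-maximal effect; % of control where 0% means no effect; nearly all actives have a fitted effect of over 45% in size; temperature-sensitive fusion mutants such as fzo1-1 at 37 °C on non-fermentable ethanol glycerol medium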
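Temperature-sensitive fusion-defective S. cerevisiae (e.g. fzo1-1, mgm1-5) were grown with compound in YPEG medium (3% ethanol, 3% glycerol) for 48 hours at 37C. Growth rescue was measured as viability by CellTiterGlo luminescence after 10 minutes at ambient.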
TSHR antagonist: human thyrotropin receptor antagonism; TSHR-expressing cells, TSH-stimulated cAMP HTRF, 2 h; active compounds read low; activity change, negative = inhibition, % at 11.5 µM; 0.2% of 330,000 active; AID 504810;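 active = activity change below a set negative limit, meaning inhibition stronger than a set level, cut at about -70% in these data; inconclusive = activity change between two set negative limits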; note: % is set by controls: 0 for no effect and ±100 for the full control effect
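Inhibition of cAMP made by TSHR-expressing cells under TSH stimulation (4nM final, EC80; 2 h, 37 deg C) is quantified with a one-step lysis HTRF kit, anti-cAMP cryptate versus cAMP-d2.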
USP2a inh: blocks human ubiquitin-specific protease USP2a; USP2 core, Ub-CHOP2 coupled fluorogenic reporter, 485/531; 0.01% of 330,000 active; Potency, µM (doses to about 38.3 µM), inactives show at the highest dose activity change, negative = inhibition, usual class: inhibitors; AID 463254;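 note: potency is the fitted concentration of half-maximal effect; plate controls were DMSO wells for no effect and full inhibition by NEM control for full effect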
Target sequence (O75604 whole entry, looked up): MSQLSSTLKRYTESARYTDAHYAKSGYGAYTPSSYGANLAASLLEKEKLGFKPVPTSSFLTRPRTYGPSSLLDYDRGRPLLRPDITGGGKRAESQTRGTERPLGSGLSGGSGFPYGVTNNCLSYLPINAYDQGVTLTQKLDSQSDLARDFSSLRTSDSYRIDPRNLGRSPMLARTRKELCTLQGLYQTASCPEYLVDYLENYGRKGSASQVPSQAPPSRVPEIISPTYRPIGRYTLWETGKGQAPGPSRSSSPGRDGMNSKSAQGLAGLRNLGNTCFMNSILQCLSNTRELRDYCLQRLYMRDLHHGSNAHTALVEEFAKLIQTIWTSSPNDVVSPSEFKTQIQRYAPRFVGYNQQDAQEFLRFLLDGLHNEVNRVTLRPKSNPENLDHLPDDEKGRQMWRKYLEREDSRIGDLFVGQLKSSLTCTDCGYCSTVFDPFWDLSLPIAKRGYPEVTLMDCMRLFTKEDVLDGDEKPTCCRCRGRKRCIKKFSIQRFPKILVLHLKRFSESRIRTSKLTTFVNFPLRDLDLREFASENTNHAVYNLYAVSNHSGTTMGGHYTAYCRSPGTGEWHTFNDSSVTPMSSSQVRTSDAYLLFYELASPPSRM
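Cell-free coupled assay: 10nM USP2 core preincubated 30min RT with compound in Tris-HCl pH 8.0/CaCl2/CHAPS buffer, then 25nM Ub-CHOP2 and 25nM reporter substrate; fluorescence (Ex 485/Em 531) read after 60min RT, normalized to NEM inhibition, concentration-response curves fitted.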
Chronic BCR inh: blocks chronic active B-cell receptor signaling; 0.05% of 340,000 active; Potency, µM (doses to about 46.1 µM), without a hit: at the top dose ratio change, negative = lower green/red ratio, most hits filed as inhibitors; ABC-DLBCL IkBa-CBG/CBR reporter, luminescence ratio, 4 h; active = well fitted inhibition curve with a large enough effect in the signal ratio, with a control signal flat, not every such curve was filed as active; inconclusive = small, poorly fitted or top-dose-only effect, or effect the other way, or a change in a side signal; the % refers to the signal ratio;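 note: potency is the fitted concentration of half-maximal effect; plate controls were basal doxycycline-induced cells for no effect and cells given 10 µM MG132 for full effect; MG132 reads +100%, hits lower the ratio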
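Cell line TMD8 (human ABC DLBCL), stably expressing tet-inducible CBG68-IkBa fusion and CBR; IMDM/0.5% FBS; cpd up to 46 uM; dox induction, 4 h, 37C/5% CO2; dual luminescence; green/red ratio; MG132 control.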
* marks the source's active call; other numbers are inactive results; ? = inconclusive; · = not tested or not shown; & = joins results of further samples; [ ] = another dose, or the depositor's remark. Unless noted, calls come from the whole dose curve; as a rule, active = well fitted curve in the direction sought with a large enough effect; inconclusive = small, poorly fitted or top-dose-only effect, or another doubt; inactive = no such curve, though single readings can be large; an effect the other way counts as inactive or inconclusive.

SMILES | Eya2 phos inh | Menin-MLL TR inh | KCNH2 WT inh | S-ASM inh | MBNL1-CUG inh | PKM2 activator | GALK inh | Mito fusion act | TSHR antagonist | USP2a inh | Chronic BCR inh
Cc1cccc(C)c1NC(=O)CN(C)S(=O)(=O)c1ccc(-c2ccc(=O)[nH]n2)s1 | 9% | · | 15 | -3% | ? | · | -5% | 2% | -3 | -5% | 6%
O=C(CC1C(=O)NCCN1Cc1ccccn1)NCCc1ccccc1F (stereo not drawn) | -10% | · | 3 | 8% | 6% | -2% | -6% | -2% | 23 | 4% | 4%
COc1cc(C2/C(=C(/O)c3ccccc3)C(=O)C(=O)N2c2ccccn2)ccc1O (stereo not drawn) | -4% | -5% | -4 | -3% | 21% | 1% | -1% | 6% | 3 | 3% | 0%
Cc1ccc(-c2c(C(=O)NCc3ccccc3)oc(=O)c3ccccc23)cc1 | -10% | -5% | -2 | 0% | -1% | 1% | 2% | ? | -7 | -2% | 10%&1%
CC(=O)NNc1ncnc2c1cnn2-c1ccc(C)cc1 | -9% | 11% | -10 | 0% | 2% | 0% | 5% | 4% | -20 | 5% | 19%
O=C(CCS(=O)(=O)c1ccccc1F)Nc1ccc(N2CCN(Cc3ccccc3)CC2)cc1 | ? | · | -11 | 3% | · | · | · | -4% | -16 | -2% | -3%
C=C(C)CN(CC)C(=O)CC1C(=O)NCCN1CC(C)(C)C (stereo not drawn) | 9% | · | -2 | 8% | -3% | -2% | 4% | -1% | 8 | 3% | 0%
CCOC(=O)CN(C(=O)CN1CCC(n2nnc3cc(C)ccc32)CC1)c1ccccc1 | · | -28% | 22 | -1% | -10% | -11% | -2% | -2% | 17 | 0% | -15%
CCc1sc(C(=O)Nc2ncccc2C)cc1C | 12% | -4% | -12 | -5% | 1% | -5% | 13% | ? | 11 | 1% | ?
CCOC(=O)N1CCN(CCC(=O)Nc2ccc(OC)cc2OC)CC1 | -16% | 2% | -2 | 1% | -10% | 0% | -2% | -3% | 5 | -1% | 3%
O=C(Nc1ccccc1)c1cccc(N2C(=O)CCC2=O)c1 | -27% | 8% | -4 | 4% | -8% | -1% | -1% | -6% | -4 | -1% | -10%
Cc1ccn2cc(CCNS(=O)(=O)c3ccc4c(c3)CCCC4)nc2c1 | -2% | -6% | 10 | -2% | 6% | 7% | · | -18% | 13 | -1% | 1%
OCCC1CN(Cc2cnc(-c3ccc(Cl)cc3)nc2)CCN1C1CCCC1 (stereo not drawn) | 10% | · | 35 | -5% | -11% | 0% | -1% | -7% | -8 | -1% | 4%
COc1ccc2cc(C3C(C#N)=C(N)OC(C)=C3C(C)=O)c(Cl)nc2c1 (stereo not drawn) | 6% | 13% | -11 | 8% | -9% | -1% | 1% | -5% | -4 | 5% | 0%
CCN(CC)S(=O)(=O)c1ccc(C(=O)Oc2coc(CSc3nc(C)cc(C)n3)cc2=O)cc1 | 3% | 6% | 7 | · | -4% | 13% | 0% | 0% | -7 | 6% | -6%
Cc1ccc2nc3c(cc(C#N)c(=O)n3CCN3CCOCC3)c(=O)n2c1 | 21% | 0% | · | · | ? | -7% | 4% | 1% | 8 | 4% | 0%
COc1ccc(S(=O)(=O)N2CCNC(=O)CC2)cc1 | -7% | · | -43 | 1% | -1% | · | -8% | -1% | 11 | 2% | 0%
Cc1cccc(NC(=S)N2CCC(C(=O)c3ccc(F)cc3)CC2)c1C | -10% | 9% | 7 | 1% | 5% | -2% | -2% | 15% | -2 | 0% | 2%
Fc1ccc(CSc2nnc3ccc(-c4ccncc4)nn23)cc1 | -2% | -7% | -12 | -2% | ? | 20% | -1% | 2% | 2 | 5% | 2%
O=C1CC(N2CCOCC2)C(=O)N1CCN1C(=O)CC(N2CCOCC2)C1=O (stereo not drawn) | 4% | 3% | 7 | 2% | -5% | 2% | 7% | 2% | 0 | 1% | -1%
Cc1nc(S/C(=C/c2ccc(-c3cc(Cl)ccc3C)o2)C(=O)O)n[nH]1 | 7% | · | -12 | -10% | · | ? | 5% | 4% | -6 | -4% | 5%
Cc1cc(NC(=O)CCC(=O)N(c2cccc(F)c2)C(C(=O)NC2CCCC2)c2ccccc2)no1 (stereo not drawn) | -3% | -13% | -4 | 1% | 1% | 7% | 6% | -1% | -1 | 0% | -3%
Cc1cccc(NC(=O)Nc2ccc3c(c2)OCO3)n1 | -2% | -3% | -6 | 4% | 15% | -3% | 2% | 1% | 3 | -1% | ?
CC(C)CCn1nnnc1C(C(C)C)N1CCC(C(N)=O)CC1 (stereo not drawn) | 4% | -11% | 0 | 2% | -29% | -2% | -5% | -1% | -13 | 2% | -6%
COc1ccc2c(c1)-c1nc(N)sc1CC2 | -7% | 9% | 2 | 1% | 3% | -1% | 1% | 16% | -13 | 10% | -4%
CC(C(=O)Nc1ccc2c(c1)OCO2)c1ccc([N+](=O)[O-])cc1 (stereo not drawn) | 0% | 4% | 0 | -1% | ? | 0% | 0% | 8% | -21 | -3% | ?
CCOc1ncccc1C(=O)N(C)CC(=O)Nc1ccc(C)cc1 | -2% | 11% | 1 | 4% | 10% | -9% | -2% | -1% | 7 | 3% | 5%
O=C1c2cccnc2-c2ncccc21 | 3% | 11% | 2 | 0% | ? | -2% | 6% | 1% | 16 | 1% | -8%
Cc1ccc(S(=O)(=O)NCCNC(=O)C2CCCNC2=O)cc1 (stereo not drawn) | 4% | 5% | ? | 1% | -5% | -11% | -1% | 0% | -1 | 2% | -1%
COc1ccc2c(c1)CCc1cc(C(=O)N3CCN(c4ccc(N5CCOCC5)nn4)CC3)sc1-2 | 12% | -7% | 27 | 142%[activator] | 35%[activator] | 0% | 1% | -2% | -12 | -6% | ?
Cc1ccc(-c2nc(-c3ccc(Cl)cc3)sc2CC(=O)O)c(C)c1 | -13% | ? | 4 | 9% | 49%[activator] | -8% | 1% | 6% | -4 | 0% | 21%
O=C(NCCOC(=O)c1ccc(Cl)cc1)c1cccnc1 | 4% | 2% | 3 | 3% | ? | 1% | 0% | -2% | 5 | 3% | -5%
CN(c1ccccc1)c1ccc(/C=N/NC(=O)CC#N)cc1 | 1% | -2% | 7 | 60%[activator] | · | 3% | 1% | 1% | -10 | 1% | ?
COc1ccccc1NC(=O)C(C)N1C(=O)C2CCCCC2C1=O (stereo not drawn) | -2% | · | 0 | 2% | · | · | · | -6% | 12 | -11% | -4%
CS(=O)(=O)N(CC(=O)NCCSC1CCCCC1)c1ccc2c(c1)OCO2 | 6% | ? | -5 | 0% | 8% | 1% | 0% | 5% | 0 | -1% | 4%
Cc1ccc(S(=O)(=O)N2CCC(C(=O)N3CCC[C@H]3C(=O)NCc3ccccc3)CC2)cc1 | -40% | -3% | 4 | 1% | 1% | 6% | -4% | 0% | 29 | 3% | -1%
O=C(NCN1C(=O)C2C3C=CC(C3)C2C1=O)OC1CCCCC1 (stereo not drawn) | 0% | -5% | -3 | 1% | 1% | 0% | 0% | 3% | -9 | -5% | -1%
O=C(Nc1ccccc1)c1ncoc1-c1ccc(Cl)cc1 | 10% | · | 1 | -2% | -3% | 0% | · | 1% | 7 | 0% | 8%
COc1ccccc1C1CC(=O)Oc2cc(C)cc(C)c21 (stereo not drawn) | 2% | -9%[94.6 µM] | 13 | -3% | · | · | · | · | -7 | -1% | 2%
O=[N+]([O-])c1cccc2ncccc12 | 9% | · | -14 | 2% | ? | -1% | -2% | 2% | 27 | 0% | -4%
CC(=O)Nc1c(O)nc(SCC(=O)Nc2sc3c(c2C#N)CCCCCC3)[nH]c1=O | 3% | -7% | ? | 2% | 2% | 0% | -5% | 2% | -7 | -3% | 16%
COc1ccc(CCNC(=O)C/C(C)=N/NC(=O)C2CCCCC2)cc1OC | 1% | -12% | 2 | 3% | -1% | 4% | · | -2% | 0 | 1% | -2%
C/C(=N\NC(=S)NCc1ccccc1)c1ccccc1F | -4% | -1% | 2 | -2% | 5% | -1% | -3% | 0% | -8 | 3% | ?

This is a subset, so the mix of outcomes need not match the whole.
